Source: PubChem
BLM inh = blocks DNA unwinding by human BLM helicase | hit rate 0.2% among 350,000 | P54132 | recombinant BLM DNA unwinding, fluorescence dequenching | Potency, µM (titrated, usually from 56.1 µM), for inactives: at the highest dose activity change, negative = inhibition, most hits filed as inhibitors | AID 2528;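 further: plate controls were vehicle for no effect and no enzyme for full effect; nearly all actives have a fitted effect of over 35% in size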
POLB inh = blocks human DNA polymerase beta activity | P06746 | Pol beta primer extension/strand displacement, fluorescence kinetic | Potency, µM (top dose mostly 114 µM), inactives show top-dose activity change, negative = inhibition, usual class: inhibitors | hit rate 1.3% among 340,000 | AID 485314; further: on the % scale 0 is the no-effect control and ±100 the full control effect
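Reaction started by 50 nM substrate onto compound-treated Pol beta (10 nM, 15 min preincubation, room temperature); plates read at 0 min and 10 min. Normalized concentration-effect data fitted by four-parameter Hill equation.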
Pol kappa inh = blocks human DNA polymerase kappa activity; Potency, µM (top dose mostly 107 µM), for inactives: top-dose activity, negative = inhibition, actives largely listed as inhibitors; Q9UBT6; hit rate 0.53% among 400,000; purified Pol kappa, fluorescent DNA synthesis assay, 10 min; further: on the % scale 0 is the no-effect control and ±100 the full control effect
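Activity was followed as the change in fluorescence between reads at 0 and 10 min after starting the reaction with 50 nM substrate. Beforehand, 10 nM polymerase had been preincubated with compound for 15 min at room temperature.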
POLI inh = DNA polymerase iota (human) inhibition | Pol iota fluorescent replication assay, 10 min | hit rate 1% among 390,000 | Potency, µM (doses to about 115 µM), inactives show at the top dose activity, negative = inhibition, actives largely listed as inhibitors | Q9UNA4
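Pol iota at 10 nM preincubated 15 min with compounds at room temperature; reaction started with fluorescent substrate, 50 nM final. Fluorescence read kinetically at 0 and 10 min; buffer-only wells as negative control.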
G9a block = inhibitors of human histone lysine methyltransferase G9a; Q96KQ7; G9a H3K9 monomethylation, AlphaScreen, 2 h; Potency, µM (titrated, usually from 102 µM), for the others: at the highest dose activity, negative = inhibition, actives largely listed as inhibitors; hit rate 8.8% among 350,000; further: on the % scale 0 is the no-effect control and ±100 the full control effect; nearly all actives have a fitted effect of over 75% in size
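Compounds were preincubated with 20 nM G9a for 15 min, after which biotinylated H3K9 peptide (500 nM) and SAM (20 uM) started a 2 h room-temperature reaction. Monomethylated product was quantified by antibody-based AlphaScreen chemiluminescence.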
APE1 inh = blocks human APE1 abasic DNA cleavage. P27695. recombinant APE1, TAMRA/BHQ-2 abasic DNA cleavage fluorescence. Potency, µM (titrated, usually from 65.8 µM), inactives show top-dose activity change, negative = inhibition, usual class: inhibitors. hit rate 0.35% among 350,000;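 further: plate controls were vehicle for no effect and reference inhibitor for full effect; nearly all actives have a fitted effect of over 55% in size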
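APE1 at 0.75 nM preincubated 15 min at room temperature with compound. Reaction then started with 50 nM double-stranded THF-abasic substrate labelled with TAMRA/BHQ-2, and 525/598 nm fluorescence read kinetically. Activity taken as third-minus-first read difference, normalized to DMSO and NSC13755 controls.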
BAZ2B block = BAZ2B (human) inhibition; Q9UIF8; AlphaScreen BAZ2B-H3K14Ac peptide displacement; Potency, µM (series often up to 114 µM), inactives show at the highest dose activity change, negative = inhibition, hits mostly inhibitors; hit rate 4.4% among 360,000; further: on the % scale 0 is the no-effect control and ±100 the full control effect; nearly all actives have a fitted effect of over 60% in size
Target sequence (Q9UIF8 whole entry, looked up): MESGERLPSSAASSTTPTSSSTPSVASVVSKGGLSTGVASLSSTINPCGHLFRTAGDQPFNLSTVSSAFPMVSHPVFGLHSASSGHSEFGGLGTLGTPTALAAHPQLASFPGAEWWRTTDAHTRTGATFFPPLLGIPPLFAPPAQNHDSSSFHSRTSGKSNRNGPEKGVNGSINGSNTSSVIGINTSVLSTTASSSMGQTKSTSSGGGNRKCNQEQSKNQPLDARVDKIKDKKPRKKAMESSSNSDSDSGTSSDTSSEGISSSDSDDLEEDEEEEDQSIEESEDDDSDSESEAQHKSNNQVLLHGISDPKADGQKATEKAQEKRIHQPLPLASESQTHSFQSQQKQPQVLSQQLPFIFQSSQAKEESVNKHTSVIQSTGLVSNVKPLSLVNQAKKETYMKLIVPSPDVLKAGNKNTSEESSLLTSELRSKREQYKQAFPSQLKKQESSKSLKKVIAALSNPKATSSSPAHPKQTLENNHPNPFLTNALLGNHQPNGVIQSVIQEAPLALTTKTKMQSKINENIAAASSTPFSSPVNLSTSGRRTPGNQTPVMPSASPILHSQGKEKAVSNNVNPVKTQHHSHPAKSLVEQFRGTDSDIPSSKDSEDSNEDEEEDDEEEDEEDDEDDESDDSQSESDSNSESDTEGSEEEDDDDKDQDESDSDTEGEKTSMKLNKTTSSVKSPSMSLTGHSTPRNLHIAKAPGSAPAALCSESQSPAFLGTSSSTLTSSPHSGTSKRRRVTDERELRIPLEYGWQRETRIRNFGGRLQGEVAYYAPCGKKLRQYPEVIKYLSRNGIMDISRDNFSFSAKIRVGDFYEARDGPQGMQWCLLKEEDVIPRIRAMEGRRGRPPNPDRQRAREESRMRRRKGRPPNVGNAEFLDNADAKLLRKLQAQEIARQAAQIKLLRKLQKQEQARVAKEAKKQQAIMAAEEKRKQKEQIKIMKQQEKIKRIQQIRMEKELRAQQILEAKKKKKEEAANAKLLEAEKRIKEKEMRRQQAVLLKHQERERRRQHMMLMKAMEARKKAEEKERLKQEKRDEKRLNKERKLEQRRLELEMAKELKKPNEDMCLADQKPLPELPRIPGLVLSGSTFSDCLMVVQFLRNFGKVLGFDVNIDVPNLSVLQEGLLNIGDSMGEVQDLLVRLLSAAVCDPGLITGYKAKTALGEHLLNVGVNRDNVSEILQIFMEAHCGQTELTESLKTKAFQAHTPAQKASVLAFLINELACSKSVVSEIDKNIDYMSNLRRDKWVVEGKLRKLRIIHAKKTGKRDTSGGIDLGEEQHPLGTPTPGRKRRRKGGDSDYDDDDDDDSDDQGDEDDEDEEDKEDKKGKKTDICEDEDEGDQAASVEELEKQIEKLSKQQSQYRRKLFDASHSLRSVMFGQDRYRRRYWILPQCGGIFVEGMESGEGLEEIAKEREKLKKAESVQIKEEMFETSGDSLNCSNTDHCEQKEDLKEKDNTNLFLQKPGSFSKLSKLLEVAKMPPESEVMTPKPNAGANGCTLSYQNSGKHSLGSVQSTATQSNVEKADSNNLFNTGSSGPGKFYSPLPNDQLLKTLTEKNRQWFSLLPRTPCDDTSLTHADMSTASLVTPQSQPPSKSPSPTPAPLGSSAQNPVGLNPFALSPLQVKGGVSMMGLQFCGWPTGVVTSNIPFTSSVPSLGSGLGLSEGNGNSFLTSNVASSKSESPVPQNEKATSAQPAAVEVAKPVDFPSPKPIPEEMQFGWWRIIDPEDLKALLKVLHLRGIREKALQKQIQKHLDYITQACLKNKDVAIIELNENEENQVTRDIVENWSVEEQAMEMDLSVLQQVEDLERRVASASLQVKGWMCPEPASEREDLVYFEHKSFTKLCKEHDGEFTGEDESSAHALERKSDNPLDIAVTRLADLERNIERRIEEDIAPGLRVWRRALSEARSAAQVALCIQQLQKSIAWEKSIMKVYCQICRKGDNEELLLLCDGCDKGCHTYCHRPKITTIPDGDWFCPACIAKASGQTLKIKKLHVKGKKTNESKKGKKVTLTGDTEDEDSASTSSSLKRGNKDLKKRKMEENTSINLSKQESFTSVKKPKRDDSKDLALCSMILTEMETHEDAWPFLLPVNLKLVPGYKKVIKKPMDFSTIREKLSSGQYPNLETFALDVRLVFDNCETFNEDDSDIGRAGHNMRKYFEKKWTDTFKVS
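AlphaScreen displacement of biotin-H3(5-23)K14Ac peptide (50 nM final) from BAZ2B (50 nM final) in PBS pH 7.4, 0.01% Tween-20; complex preformed 30 min RT, then compounds (top 110 uM) 30 min RT, beads 20 min dark.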
POLH inh = blocks human DNA polymerase eta activity; recombinant Pol eta, fluorescent DNA replication assay; Potency, µM (titrated, usually from 114 µM), for inactives: top-dose activity change, negative = inhibition, hits mostly inhibitors; hit rate 1.2% among 390,000; AID 588591; further: on the % scale 0 is the no-effect control and ±100 the full control effect
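Pol eta (10 nM) was preincubated with compounds for 15 min at room temperature, after which fluorescent replication substrate (50 nM final) was added to start the reaction. Fluorescence was read kinetically at 0 and 10 min.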
Apoferritin bind = binds horse apoferritin like a general anesthetic; P02791; apoferritin/1-aminoanthracene competitive binding, fluorescence; Potency, µM (series often up to 77.5 µM), without a hit: at the top dose activity change, negative = displacement, most hits filed as inhibitors; hit rate 0.074% among 350,000; AID 485281; further: on the % scale 0 is the no-effect control and ±100 the full control effect; nearly all actives have a fitted effect of over 20% in size
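Horse-spleen apoferritin (10 uM) in 50% saturated 1-aminoanthracene in PBS was incubated 10 min at room temperature with compound. Fluorescence (ex 380, em 535 nm) was normalized to free and bound 1-AMA, with concentration-response fitted by a four-parameter Hill equation.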
Starred values were filed as active, the others as inactive; ? = inconclusive; · = not tested or not shown; [ ] = remark or other dose. The call rests on the fitted dose curve; in most records, active means well fitted curve in the direction sought with a large enough effect; inconclusive means small, poorly fitted or top-dose-only effect, or another doubt; inactive means no such curve, though single readings can be large; an effect the other way counts as inactive or inconclusive. Potency means the concentration at half of the fitted maximal effect.

SMILES | BLM inh | POLB inh | Pol kappa inh | POLI inh | G9a block | APE1 inh | BAZ2B block | POLH inh | Apoferritin bind
O=C(CC1Sc2ncnn2C1=O)Nc1ccccc1 (centres undefined) | -5% | 2% | 3% | -2%[58.9 µM] | 1µM* | -2% | ? | 5% | -15%
Cc1cc(C)n(C(=O)CN(C)S(=O)(=O)c2ccc([N+](=O)[O-])cc2)n1 | -2% | 3% | -13% | -15% | 4%[2.33 µM] | 21% | -18% | 3% | -9%
COc1ccc(C(=O)Nc2ccc3c(c2)nc(CCNC(C)=O)n3C)cc1 | -1% | -9% | -13% | 23% | 20% | -1% | 3% | 0% | -5%
C/C=N\NC(=O)COc1cc(C)ccc1C | 0% | -2% | -9% | 86%[activator] | 9% | -4% | -18% | 10% | -3%
OCc1nc2ccccc2n1CC(O)Cn1ccc2ccccc21 (centres undefined) | -6% | -15% | -13% | 13% | -1%[12.7 µM] | 0% | -10% | -22% | -5%
CCOC(=O)N1CCN(C(=O)CCCOc2ccccc2)CC1 | 2% | 0% | -3% | 5% | 5%[12.7 µM] | -2% | 4% | -7% | 6%
COc1ccc(C(=O)c2c[nH]c(C(=O)NCCCN3CCOCC3)c2)cc1 | 3% | 40% | -3% | 69%[activator] | 11%[59 µM] | 0% | -3% | -14% | -3%
CCCNS(=O)(=O)c1cc(Cl)ccc1OC | 1% | 7% | 0% | 76%[activator] | · | -5% | -2% | 2% | -12%
C=CCn1c(SCC(=O)N(CCOC)c2c(N)n(CC(C)C)c(=O)[nH]c2=O)nc2ccccc21 | · | · | 2% | 67%[activator] | 4%[0.501 µM] | ? | 7% | 10% | ·
CC(C)NC(=O)c1ccccc1NC(=O)/C=C/c1ccc([N+](=O)[O-])cc1 | -2% | 19% | -2% | -3% | 42%[12.7 µM] | 3% | 5% | -11% | -6%
CN1CCN(C(=O)/C(=C/c2cn(S(=O)(=O)N(C)C)c3ccccc23)NC(=O)c2ccccc2Cl)CC1 | -5% | -12% | -12% | 16% | -11%[0.501 µM] | -11% | -3% | -3% | -3%
CCOC(=O)N1CCN(S(=O)(=O)c2ccc(C(=O)Nc3nc4ccc(F)cc4s3)cc2)CC1 | -1% | -5% | 1% | -10% | -9% | -2% | -7% | -9% | -14%
O=C(NCCc1ccc(Cl)cc1)C1CCN(S(=O)(=O)c2ccc(Br)s2)CC1 | -7% | -9% | -8% | 108%[activator] | -31%[59 µM] | -5% | -10% | -8% | -5%
CCC(=O)N1CCN=C1SCc1ccc(F)cc1 | -2% | 15% | 1% | 9% | -9% | -6% | -2% | -14% | -11%
CCN(CC)S(=O)(=O)c1ccc(Cl)c(C(=O)OC2CC(C)OC2=O)c1 (centres undefined) | -1% | 3% | -1% | 3% | 13% | -5% | -16% | -20% | -7%

Fetched by compound from the list above (two):
SMILES | BLM inh | POLB inh | Pol kappa inh | POLI inh | G9a block | APE1 inh | BAZ2B block | POLH inh | Apoferritin bind
C/C=N\NC(=O)COc1cc(C)ccc1C | 0% | -2% | -9% | 86%[activator] | 9% | -4% | -18% | 10% | -3%
CCOC(=O)N1CCN(S(=O)(=O)c2ccc(C(=O)Nc3nc4ccc(F)cc4s3)cc2)CC1 | -1% | -5% | 1% | -10% | -9% | -2% | -7% | -9% | -14%

Whole records, quoted from the list. Values in the order: BLM inh, POLB inh, Pol kappa inh, POLI inh, G9a block, APE1 inh, BAZ2B block, POLH inh, Apoferritin bind
CCOC(=O)N1CCN(C(=O)CCCOc2ccccc2)CC1 is listed as 2%, 0%, -3%, 5%, 5%[12.7 µM], -2%, 4%, -7%, 6%
OCc1nc2ccccc2n1CC(O)Cn1ccc2ccccc21 (centres undefined) is listed as -6%, -15%, -13%, 13%, -1%[12.7 µM], 0%, -10%, -22%, -5%

Next section
SMILES | BLM inh | POLB inh | Pol kappa inh | POLI inh | G9a block | APE1 inh | BAZ2B block | POLH inh | Apoferritin bind
CC(NC(=S)Nc1ccccc1Cl)C(c1cccs1)N1CCCC1 (centres undefined) | -4% | 22% | -7% | 27% | -13%[59 µM] | -3% | -12% | -15% | -12%
COc1ccc(NC(=O)c2ccccc2Cl)cc1NC(=O)CN1CCOCC1 | -1% | 32% | -8% | 0% | 10%[12.7 µM] | -1% | 11% | -10% | 2%
COC(=O)CNC(=O)Cn1nc(C)c([N+](=O)[O-])c1C | 3% | 22% | -16% | 40%[activator] | 7% | 0% | -9% | -11% | -1%
N#Cc1ccccc1Cn1c(=O)n(Cc2ccc(C(=O)NCc3ccco3)cc2)c(=O)c2sccc21 | -8% | ? | -26% | -6% | ? | -4% | -13% | -15% | -9%
Cc1ccnc(NC(=O)C2CCN(S(=O)(=O)c3ccc(Cl)c(C(F)(F)F)c3)CC2)c1 | · | · | -9% | 19% | 3% | -2% | -2% | -12% | ·
CCOC(=O)c1cc(-c2ccc([N+](=O)[O-])cc2)nc2c1c(=O)[nH]c(=O)n2Cc1ccccc1 | -17% | 2.5µM* | 1% | ? | -5% | 5% | ? | 45µM* | -13%
Cc1nn(C)cc1S(=O)(=O)N1CCN(Cc2cccc(Cl)c2)CC1 | -7% | -12% | -9% | 76%[activator] | ? | 5% | -19% | -20% | -5%
COc1cc(NC(=O)CCC(=O)c2cccs2)cc(OC)c1 | -7% | -1% | -11% | ? | · | -9% | -5% | ? | -6%
CC(=O)Nc1ccc(NC(=O)CN(c2cccc(C)c2)S(C)(=O)=O)cc1 | -1% | 8% | -3% | -1% | 20% | 2% | 4% | -2% | 0%
O=C(c1ccccc1F)N(Cc1ccccc1)Cc1ccccc1 | -8% | -1% | -6% | 12% | 21%[59 µM] | 19% | 4% | -10% | -17%
Cc1ccc(NC(=O)N2CCN(c3ccc(Cl)c(Cl)c3)CC2)cc1 | -11% | ? | -5% | 2% | -6%[59 µM] | · | -16% | · | -12%
N/C(=N\OC(=O)COc1ccc2ccccc2c1Br)c1ccncc1 | -9% | 9% | · | · | 9% | -4% | -1% | · | -22%
CC1(C)NC(=O)N(CN2C(=O)NC(C)(C)C2=O)C1=O | -3% | 79µM* | 2% | -4% | 10%[59 µM] | -1% | 11% | -8% | -8%
c1ccc(NC2=NCCN2CC2CCCCC2)cc1 | · | · | -7% | ? | 9%[2.33 µM] | -3% | 8% | -7% | ·
Cc1cc(NC(=O)CCNS(=O)(=O)c2ccc3c(c2)oc(=O)n3C)ccc1Br | -8% | -1% | -24% | 17% | 2%[59 µM] | · | -6% | -10% | 1%
COc1ccc(S(=O)(=O)N(CC(=O)NCc2ccccn2)Cc2ccccc2)cc1 | 1% | 42% | -1% | 27% | -4% | 3% | 9% | 6% | 5%
COc1ccc(CC(=O)Nc2ccc(C(=O)NC(C)(C)C)cc2)cc1 | -3% | 32% | -1% | -18% | -19%[59 µM] | ? | -1% | 2% | 7%
Cc1ccnc(NC(=O)CCC(=O)c2cc(C)sc2C)c1 | · | · | -23% | 47%[activator] | -43% | -17% | -9% | -15% | ·
CCCC(=O)Nc1nc2ccc(C(=O)OCC)cc2s1 | -5% | 6% | -7% | -8% | 24%[59 µM] | -1% | 50%[activator] | -2% | 27%
COc1ccccc1CCC(=O)NC1CCCN(c2ccc(C(F)(F)F)cn2)C1 (centres undefined) | -1% | 10% | -9% | 21% | · | -3% | -3% | ? | 0%
COc1ccc(C=O)cc1COc1c(F)c(F)cc(F)c1F | -3% | 3% | -12% | 0% | 16% | -3% | 0% | 2% | ?
O=C(c1ccc(Cn2cc(Cl)cn2)o1)N1CCN(Cc2ccc3c(c2)OCO3)CC1 | -1% | 9% | -18% | -13% | 45µM* | -10% | ? | -9% | -12%
CCCN(C(=O)CSc1n[nH]c(-c2ccc(OC)cc2)n1)c1c(N)n(Cc2ccccc2)c(=O)[nH]c1=O | · | · | -4% | 27% | 45µM* | 21% | 2% | -14% | ·
N#Cc1c(-c2ccccc2)cc(-c2ccccc2)nc1SCC(=O)O | 3% | 28% | -2% | ? | 11µM* | 2% | -3% | -8% | 5%
CC(C)Cc1ccc(CN2CCCC(NC(=O)Cn3cnnn3)C2)cc1 (centres undefined) | -2% | 1% | -12% | -8% | ? | 23% | -27% | -5% | -16%
O=C(NC1CCS(=O)(=O)C1)c1ccc(Br)s1 (centres undefined) | · | · | -13% | 82%[activator] | · | 10% | · | -1% | ·
O=C(N/N=C/c1ccccc1Cl)c1n[nH]c2c1CCCC2 | -4% | -4% | 13% | -24% | 2%[59 µM] | 9% | 2% | -7% | 3%
Cc1ccc(C)c(S(=O)(=O)Nc2cc3c4c(c2)CCC(=O)N4CCC3)c1 | · | · | -3% | -14% | ? | 2% | -10% | 1% | ·

Grouped by structure: the compounds so far with an NH in an aromatic ring
SMILES | BLM inh | POLB inh | Pol kappa inh | POLI inh | G9a block | APE1 inh | BAZ2B block | POLH inh | Apoferritin bind
COc1ccc(C(=O)c2c[nH]c(C(=O)NCCCN3CCOCC3)c2)cc1 | 3% | 40% | -3% | 69%[activator] | 11%[59 µM] | 0% | -3% | -14% | -3%
C=CCn1c(SCC(=O)N(CCOC)c2c(N)n(CC(C)C)c(=O)[nH]c2=O)nc2ccccc21 | · | · | 2% | 67%[activator] | 4%[0.501 µM] | ? | 7% | 10% | ·
CCOC(=O)c1cc(-c2ccc([N+](=O)[O-])cc2)nc2c1c(=O)[nH]c(=O)n2Cc1ccccc1 | -17% | 2.5µM* | 1% | ? | -5% | 5% | ? | 45µM* | -13%
CCCN(C(=O)CSc1n[nH]c(-c2ccc(OC)cc2)n1)c1c(N)n(Cc2ccccc2)c(=O)[nH]c1=O | · | · | -4% | 27% | 45µM* | 21% | 2% | -14% | ·
O=C(N/N=C/c1ccccc1Cl)c1n[nH]c2c1CCCC2 | -4% | -4% | 13% | -24% | 2%[59 µM] | 9% | 2% | -7% | 3%

Not all compounds are listed. The share of hits here may be higher or lower than overall.
